# Source: PubChem
# miR122 inh = inhibitors of miR-122 in Huh7 cells | Huh7 miR-122 Renilla luciferase sensor, 48 h; neutral wells = 0, positive control = 100 | activation (reporter increase), % at 12.5 µM | hit rate 0.3% among 340,000;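 active means mean replicate activation score at least 90 and every replicate individually at or above 90; inconclusive means only one of the two criteria met; inactive means neither criterion met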;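 further: higher luciferase means less miR-122 activity so hits act as miR-122 inhibitors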
# Casp6 inh = caspase-6 (human) enzyme inhibition; P55212; purified caspase-6, Z-VEID-R110 cleavage fluorescence; inhibition, % at 12.5 µM; hit rate 0.53% among 350,000;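 active means mean inhibition across replicates at least about 35%, with every replicate also reaching that limit, limit read from the data; inconclusive means only one of the two criteria met; inactive means neither criterion met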;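 further: 0% = median of neutral control wells and 100% = no fluorescence left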
# Target sequence (P55212 24-179 limits assumed): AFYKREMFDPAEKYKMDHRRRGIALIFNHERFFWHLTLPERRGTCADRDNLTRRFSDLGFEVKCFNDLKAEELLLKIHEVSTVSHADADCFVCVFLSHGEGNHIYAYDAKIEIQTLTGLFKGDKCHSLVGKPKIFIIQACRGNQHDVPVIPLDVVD
# Target sequence (P55212 194-293 limits assumed): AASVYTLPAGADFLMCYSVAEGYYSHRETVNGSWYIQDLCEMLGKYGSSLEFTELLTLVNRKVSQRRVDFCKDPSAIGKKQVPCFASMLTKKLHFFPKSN
# ERp5 inh = inhibitors of human ERp5; ERp5 insulin aggregation, absorbance 650 nm, 90 min; inhibition, % at 9.99 µM; hit rate 0.05% among 350,000; AID 651711;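 active means mean replicate inhibition above about 25%, with every replicate also reaching it, limit read from the data, passing the limit was not always enough; inconclusive means only one of those two criteria met; inactive means neither criterion met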
# Target sequence (Q15084 whole entry, looked up): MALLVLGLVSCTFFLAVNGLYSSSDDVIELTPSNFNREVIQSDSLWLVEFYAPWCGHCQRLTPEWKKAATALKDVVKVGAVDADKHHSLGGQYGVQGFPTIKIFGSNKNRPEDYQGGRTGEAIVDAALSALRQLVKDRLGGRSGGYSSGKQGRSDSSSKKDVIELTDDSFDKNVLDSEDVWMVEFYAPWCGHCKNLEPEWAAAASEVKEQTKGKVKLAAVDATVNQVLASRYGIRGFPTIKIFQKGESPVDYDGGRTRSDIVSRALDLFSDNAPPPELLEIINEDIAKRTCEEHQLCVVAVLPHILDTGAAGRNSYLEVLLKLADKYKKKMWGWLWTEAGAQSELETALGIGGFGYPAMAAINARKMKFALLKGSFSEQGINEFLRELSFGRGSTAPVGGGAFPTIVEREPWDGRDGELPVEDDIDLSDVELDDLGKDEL
# ERAP1 HTS inh = inhibitors of human ERAP1 aminopeptidase | Q9NZ08 | recombinant ERAP1, Leu-AMC fluorescence, 60 min | inhibition, % at 10.7 µM | hit rate 0.15% among 340,000 | AID 652197;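 active means mean replicate inhibition of at least 30%, or all replicates individually reaching that 30% level; inactive means mean below 30% and not every replicate reaching it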;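 further: 0% = neutral control wells and 100% = L-leucinethiol positive control wells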
# SIRT5 block = inhibitors of human sirtuin-5 desuccinylase; Q9NXA8; Purified SirT5, succinyl-peptide AMC, trypsin-coupled fluorescence; inhibition, % at 15 µM; hit rate 1.1% among 330,000; AID 652115; in the data active means inhibition above about 15%; inconclusive means no clear call, values can overlap the other calls
# Target sequence (Q9NXA8 whole entry, looked up): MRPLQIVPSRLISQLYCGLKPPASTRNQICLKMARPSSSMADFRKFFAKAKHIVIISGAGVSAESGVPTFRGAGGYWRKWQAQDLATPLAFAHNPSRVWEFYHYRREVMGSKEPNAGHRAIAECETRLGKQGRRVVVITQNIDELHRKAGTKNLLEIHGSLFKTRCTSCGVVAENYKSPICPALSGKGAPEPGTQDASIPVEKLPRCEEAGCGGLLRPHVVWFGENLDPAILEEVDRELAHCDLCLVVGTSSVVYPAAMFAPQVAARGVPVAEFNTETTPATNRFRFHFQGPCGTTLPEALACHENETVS
# CFTR F508del cor = CFTR F508del correction in bronchial cells | CFBE cells, YFP halide quenching; stimulated with forskolin plus potentiator P3; % fluorescence drop versus neutral controls | hit rate 0.36% among 350,000 | AID 720511 | activity (quench increase), % at 7.58 µM;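 active means mean added fluorescence quench of at least 8% versus neutral control, with both replicates also reaching 8%; inconclusive means only one of the mean or replicate conditions met; inactive means mean below 8% and not both replicates reaching 8%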;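 further: cells transiently co-express mutant CFTR-F508del with the halide-sensitive YFP; corrector assay measuring rescue of mutant channel to the surface after 24 h compound exposure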
# DENV2 CPE = inhibitors of DENV2 cytopathic effect. DENV2-infected cells, cytopathic effect rescue, plate reader. CPE inhibition, % at 9.99 µM. hit rate 1.7% among 350,000. AID 651640; in the data active means CPE inhibition above about 20%, passing the limit was not always enough; inconclusive means no clear call, values can overlap the other calls; tested in BHK-21 cells;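 further: 0% = median of neutral control wells and 100% = median of positive control wells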
# An asterisk follows results filed as active; ? = inconclusive; . = no result given; & = joins results of further samples; [ ] = another dose, or the depositor's remark.
SMILES,miR122 inh,Casp6 inh,ERp5 inh,ERAP1 HTS inh,SIRT5 block,CFTR F508del cor,DENV2 CPE
O=C(O)c1cccc2c1Cc1cc(Cl)ccc1-2,.,-1,2,0,0,1.6,6
COc1ccc(CN(CC2CCC(C(=O)O)CC2)C(=S)Nc2cc(C)cc(C)c2)cc1 (stereo not given),-2,0,7,2,-5,-3.1,-3
COc1ccc(S(=O)(=O)N(C)C[C@@H]2OCCCC[C@H](C)Oc3ccc(NS(=O)(=O)c4ccc(F)cc4)cc3C(=O)N([C@@H](C)CO)C[C@@H]2C)cc1,-5[16.7 µM],1,-1,3,20*,-0.8,?
COc1ccccc1CCNC(=O)Nc1cccc([N+](=O)[O-])c1,.,1,-7,-7,-4,3.7,.
CCCC#Cc1cnc2c(c1)C(=O)N([C@@H](C)CO)C[C@@H](C)[C@H](CN(C)Cc1ccccc1)O2,-8[16.7 µM],-3,-2,1,2,-1.7,7
CNC(=O)C[C@@H]1CC[C@H]2[C@@H](COC[C@H](O)CN2C(=O)Nc2ccc3c(c2)OCO3)O1,-5[16.7 µM],-1,2,-1,0,-2.2,2
O=C(COC(=O)c1ccccn1)NCc1ccc(Cl)cc1Cl,.,3,-3,-2,0,1.2,0
C[C@@H]1CN([C@H](C)CO)C(=O)Cc2cc(NS(=O)(=O)c3cn(C)cn3)ccc2O[C@H]1CN(C)Cc1ccccc1,3[16.7 µM],-1,2,-2,-2,-3.7,3
CCOc1ccc(Cc2nnc(SCC(=O)Nc3ccc(OC)cc3)n(N)c2=O)cc1,4,-1,-4,0,-1,-0.5,7
CO[C@@H](CN(C)C(=O)c1cnccn1)[C@H](C)CN([C@@H](C)CO)S(=O)(=O)c1ccc(Cl)cc1,.,3,1,1,3,-1.1,2

# 2 entries drawn at random from the list so far, as already listed:
SMILES,miR122 inh,Casp6 inh,ERp5 inh,ERAP1 HTS inh,SIRT5 block,CFTR F508del cor,DENV2 CPE
CNC(=O)C[C@@H]1CC[C@H]2[C@@H](COC[C@H](O)CN2C(=O)Nc2ccc3c(c2)OCO3)O1,-5[16.7 µM],-1,2,-1,0,-2.2,2
C[C@@H]1CN([C@H](C)CO)C(=O)Cc2cc(NS(=O)(=O)c3cn(C)cn3)ccc2O[C@H]1CN(C)Cc1ccccc1,3[16.7 µM],-1,2,-2,-2,-3.7,3

# (list continues)
SMILES,miR122 inh,Casp6 inh,ERp5 inh,ERAP1 HTS inh,SIRT5 block,CFTR F508del cor,DENV2 CPE
Cc1noc(C)c1C(=O)OC(C)C(=O)N1CCc2ccccc21 (stereo not given),-4,-1,1,1,-3,-1.3,-9
C[C@H](CO)N1C[C@H](C)[C@H](CN(C)Cc2ccccc2)Oc2ccc(NS(=O)(=O)c3ccc(F)cc3)cc2C1=O,6[16.7 µM],2,-6,2,11,-4.2,-3
CC(=O)Nc1ccc(SCCN2CC[C@@H](O)CCC2=O)cc1,-4,-2,2,0,-1,1.1,-19
O=C(O)c1ccccc1-c1nc2cc(Cl)ccc2c(=O)n1O,8,3,-6,5,-1,-1.9,-1
COc1cc(OC)c(NC(C)C(=O)NCc2ccccc2)cc1Cl (stereo not given),.,1,2,-1,-9,-2.3,7
Cc1onc(-c2ccccc2)c1C(=O)OCC(=O)Nc1ccc(C#N)cc1,.,13,3,-1,0,-0.3,-5
O=C(CN1C(=O)NC2(CCOc3ccccc32)C1=O)Nc1cccc([N+](=O)[O-])c1 (stereo not given),-7,3,-5,1,-4,-0.7,-7
Cc1noc(C)c1NC(=O)N(C)C[C@@H]1OCCCC[C@@H](C)Oc2ccc(NC(=O)c3ccncc3)cc2C(=O)N([C@H](C)CO)C[C@@H]1C,-4[16.7 µM],1,-4,0,-1,-0.5,-9
CC(=O)c1ccc(NC(=O)CSc2nc(C)cc(C)c2C(N)=O)cc1,-2,-5,4,5,-1,.,-5
CCCc1cc(C(=O)Nc2ccc(C(=O)OC)cc2)cs1,-11,2,3,-3,-2,-1.5,-1
O=C(C[C@H]1CC[C@H]2[C@@H](COC[C@H](O)CN2S(=O)(=O)c2ccc(F)cc2)O1)N[C@H]1CCN(Cc2ccccc2)C1,-4[16.7 µM],-2,2,4,1,0.9,9
O=C(C[C@H]1CC[C@@H](NC(=O)Nc2ccccc2F)[C@H](CO)O1)NCc1ccc(-c2ccccc2)cc1,.,3,4,2,-3,0.1,?
COc1ccc(CNC(=O)CCn2ccc3cc(S(=O)(=O)N4CCCC4)ccc32)cc1,-11,-1,5,0,34*,-1.4,6
O=C1NC(=S)NC1=Cc1ccc2c(c1)CCC2,.,0,-5,6,.,2.2,3
CC(C)(C)[C@H]1C=C(C(=O)N2CCCCCCC2)O[C@@H](OCc2ccc(CO)cc2)C1,.,-3,-2,-2,3,1.6,29*
CSCCC(=O)Nc1ccc(C(C)=O)cc1,1,0,-1,0,-5,3.3,9
CN(CCOc1ccccc1)C(=O)c1ccc(N2CCCC2)c([N+](=O)[O-])c1,5,-2,-1,1,-1,-1.5,-1
O=S(=O)(Nc1ccc(-c2nc3cccnc3s2)cc1)c1cc(F)ccc1F,10,1,2,-8,-8,-6.1,12
O=C(NCc1ccco1)c1nc(-c2ccc(F)cc2)no1,.,-1,-3,-2,-2,0.2,11
O=C(C[C@@H]1CC[C@@H](NC(=O)Nc2cc(F)ccc2F)[C@H](CO)O1)NCc1ccccn1,-1[16.7 µM],-3,2,-3,-1,1.3,18
COc1ccc(-c2oc3ccc(-c4cc(OC)c(OC)c(OC)c4)cc3c2C#Cc2ccsc2)cc1,0,0,1,-5,.,2.5,8
Cc1ccc(/C=C2/SC(=S)N(CCC(=O)N3CCOCC3)C2=O)cc1,-4,-5,9,1,-5,0.7,-1
O=C(Nc1ccc(-c2ccco2)cc1)C1CCCN(Cc2ccc(CO)o2)C1 (stereo not given),-2,2,3,-2,0,1.3,-5
FC(F)Oc1ccccc1/C=N/n1cnc2ccccc21,.,-8,2,0,1,.,16
CCN(CC1COc2ccccc2O1)C(=O)CN1C(=O)NC(C)(c2ccccc2)C1=O (stereo not given),-7,3,-6,0,-3,-0.7,-4
Cc1cc(Cl)ccc1OCC(=O)NNC(=O)C1CCN(c2ncnc3sc(C)c(C)c23)CC1,-2,0,-1,-7,1,-0.4,3
COc1ccc(-c2cc3c(=O)n(CC(=O)Nc4cccc(Cl)c4)nc(C)n3n2)cc1,-12,1,-1,0,-3,1.7,-2
Cc1sc2ncn(CC(=O)NCc3ccccc3)c(=O)c2c1C,-3,-3,1,-1,-4,1.6,-6
Cc1ccccc1Cn1cc(NC(=O)c2nn(C)cc2Cl)cn1,-8,3,2,-2,0,-4.3,0
Cc1ccc(CN2CCN(Cc3ccncc3)CC2CCO)o1 (stereo not given),-18,-2,1,0,2,1.5,-5
O=c1oc2ccccc2c(N2CCCCC2)c1[N+](=O)[O-],1,1,0,-2,-4,2.6,4
CCN(CC)S(=O)(=O)c1ccc(NC(=O)CO/N=C(\N)c2ccccc2)cc1,-7,4,5,0,-2,0.3,2
COc1cc(O)ccc1/C=N/NC(=O)c1ccc([N+](=O)[O-])cc1,-3,-2,-3,3,-1,-1.1,-6
CCCNS(=O)(=O)c1ccc(CCC(=O)N2CCCC2)cc1,.,-1,0,3,0,2.0,-3
CO[C@H]1CN(C)C(=O)c2cc(NS(=O)(=O)c3ccccc3C)ccc2OC[C@H](C)NC[C@H]1C,-2[16.7 µM],0,0,6,-3,-1.1,-14
C[C@@H]1CN([C@@H](C)CO)C(=O)c2cccc(NC(=O)c3cnccn3)c2O[C@@H]1CN(C)S(=O)(=O)c1ccc(F)cc1,-3[16.7 µM],-2,-6,-10,0,3.4,-2
COc1ccc(CNC(=O)c2ccc(-c3cnn(C)c3)c3ccoc23)cc1OC,-2,15,0,-1,.,-0.2,-6
COc1cccc(OC)c1OC(=O)c1cnccn1,-6,1,3,-3,-2,-2.2,-5
COc1ccc(C)cc1NC(=O)CN1C(=O)C2CC=CCC2C1=O (stereo not given),.,-3,2,0,4,-0.2,-3
COc1cccc(CN(C)C[C@@H]2OCc3cnnn3CCCC(=O)N([C@H](C)CO)C[C@H]2C)c1,1,-2&-2,6&-1,1&2,-3&1,-1.0&6.0&-0.4,-1&-11
COc1ccc(-c2nnc(CSc3nc4ccccc4c(=O)n3CC(C)C)o2)cc1OC,0,2,-3,0,-4,5.1,-10
OCC[C@H]1C[C@@H](O)[C@H](O)[C@]2(Cc3ccccc3O2)O1,-6,-4,1,.,.,-0.4,?
COc1ccc(C/C(C)=N/NS(=O)(=O)c2ccc(Br)cc2)cc1,-4,-1,-9,2,-1,-4.5,-1
CCOC(=O)c1csc(NC(=O)c2cc(=O)c3ccccc3o2)n1,.,-3,0,4,0,-3.1,6
Cc1cc(C)c2nc(Cl)c(Cl)nc2c1,.,2,6,2,-16,-0.4,2
COC(=O)c1ccc(NC(=O)c2ccc(OC(C)=O)c(OC)c2)cc1,3,2,-9,-9,-1,1.1,-5
Cn1c(=O)c2c(ncn2Cc2ccc(Cl)cc2)n(C)c1=O,-8,0,4,-3,-1,-0.7,3
CC(=O)OCC(=O)C1(O)CCC2C3CCC4=CC(=O)CCC4(C)C3C(O)CC21C (stereo not given),0,.,-3,0,-3,2.2,-9
C=CC[C@@H](Cc1ccc(F)cc1)C(=O)OC[C@@H]1CCCN1C(=O)[C@H](CC=C)CC(=O)N[C@H](CO)Cc1ccccc1,0,2,0,1,8,3.1,-8
O=C(Nn1c(-c2ccncc2)nc2ccccc2c1=O)c1ccc(Br)cc1,.,-2,3,8,-1,0.0,-2
# Continuation.
SMILES,miR122 inh,Casp6 inh,ERp5 inh,ERAP1 HTS inh,SIRT5 block,CFTR F508del cor,DENV2 CPE
COc1ccc(NCC(O)Cn2c(C)c(C)c3ccccc32)cc1 (stereo not given),4,-1,-1,1,-3,-0.7,.
COc1ccc(C(=O)C(C)OC(=O)CN2C(=O)c3ccccc3C2=O)cc1 (stereo not given),.,0,2,3,0,4.4,0
COc1cccc(-c2nc(CS(=O)CC(=O)NCc3ccccc3)c(C)o2)c1 (stereo not given),.,2,0,7,-2,-2.1,5
CCC(=O)Nc1ccc2c(c1)OC[C@@H](C)N(C(=O)c1ccncc1)C[C@H](C)[C@@H](OC)CN(C)C2=O,1[16.7 µM],-3,-3,3,-5,.,.
Cc1cc(C)c(NC(=O)COC(=O)C2CCC(=O)N2)c(C)c1 (stereo not given),3,-2,5,0,-8,0.7,.
O=C(c1cc2cc(Cl)ccc2[nH]1)N1CCN(c2ccccc2F)CC1,.,-2,1,0,-3,-2.6,0
CCCC(=O)N(CCN1CCOCC1)c1nc2ccc(OCC)cc2s1,.,1,-3,3,-6,1.7,1
CN(C)C(=O)C[C@H]1CC[C@H](NC(=O)C2CC2)[C@@H](CO)O1,.,-1,-1,-2,1,3.5,18
N#CCCn1cc(C(=O)O)c(-c2cccs2)n1,.,3,1,-1,-4,0.3,-1
CC(C)CCNC(=O)CCn1nc(-c2ccccc2)ccc1=O,.,0,3,0,1,-2.3,?
O=C(C[C@H]1CC[C@H]2[C@@H](COC[C@H](O)CN2Cc2cccc(Cl)c2)O1)N1CCCCC1,-9[16.7 µM],0,-1,-2,0,0.1,-4
Cc1ccc(CNC(=O)CCC(=O)n2ncc3cc(C)ccc32)cc1,-6,-1,-2,6,2,0.0,-2
C=CCCN([C@H](CO)Cc1ccccc1)S(=O)(=O)c1ccccc1Br,10,1,3,.,.,3.1,18
CC(=O)N1[C@H](CO)[C@H](c2ccc(C3=CCCC3)cc2)C12CN(C(=O)NC(C)C)C2,.,-3,-7,0,-4,-0.8,-7
Cc1ccc(C(=O)O)cc1-c1ccc(C=C2C(=O)c3ccccc3C2=O)o1,.,37*,0,3,8,-1.3,4
COc1ccc(NC(=O)CSc2nnc(Cc3ccc(C)cc3)c(=O)n2N)cc1,-8,-3,-1,-2,-2,-4.8,-7
C[C@@H]1CN([C@@H](C)CO)C(=O)Cc2cc(N(C)C)ccc2O[C@H]1CN(C)CC1CC1,4[16.7 µM],-13,-2,3,-2,1.2,-6
Cc1onc(-c2ccccc2)c1CNC(=O)Nc1ccc(C(F)(F)F)cc1,8,-3,-5,.,-3,-3.3,4
